PLAP activator – human PLAP activation. P05187. activation fold at 20 µM. actives 1.2% (n = 96,000). purified PLAP enzyme, luminescent substrate read-out; stronger effect = higher value; in the data active = activation fold above about 2
Mac1 fbg enh – increases human CD11b/CD18 adhesion to fibrinogen; P05107+P11215; K562 CD11b/CD18 adhesion to fibrinogen, ATPlite luminescence; activation, % at 10 µM; actives 0.07% (n = 93,000); AID 1499;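 active = 10 µM primary screen giving 50% or more activity, confirmed by 40% or more on retest at that dose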; also: strong numbers were not always called active; reference of the scale not given here
Target sequence (P05107 whole entry, looked up, other chains not shown): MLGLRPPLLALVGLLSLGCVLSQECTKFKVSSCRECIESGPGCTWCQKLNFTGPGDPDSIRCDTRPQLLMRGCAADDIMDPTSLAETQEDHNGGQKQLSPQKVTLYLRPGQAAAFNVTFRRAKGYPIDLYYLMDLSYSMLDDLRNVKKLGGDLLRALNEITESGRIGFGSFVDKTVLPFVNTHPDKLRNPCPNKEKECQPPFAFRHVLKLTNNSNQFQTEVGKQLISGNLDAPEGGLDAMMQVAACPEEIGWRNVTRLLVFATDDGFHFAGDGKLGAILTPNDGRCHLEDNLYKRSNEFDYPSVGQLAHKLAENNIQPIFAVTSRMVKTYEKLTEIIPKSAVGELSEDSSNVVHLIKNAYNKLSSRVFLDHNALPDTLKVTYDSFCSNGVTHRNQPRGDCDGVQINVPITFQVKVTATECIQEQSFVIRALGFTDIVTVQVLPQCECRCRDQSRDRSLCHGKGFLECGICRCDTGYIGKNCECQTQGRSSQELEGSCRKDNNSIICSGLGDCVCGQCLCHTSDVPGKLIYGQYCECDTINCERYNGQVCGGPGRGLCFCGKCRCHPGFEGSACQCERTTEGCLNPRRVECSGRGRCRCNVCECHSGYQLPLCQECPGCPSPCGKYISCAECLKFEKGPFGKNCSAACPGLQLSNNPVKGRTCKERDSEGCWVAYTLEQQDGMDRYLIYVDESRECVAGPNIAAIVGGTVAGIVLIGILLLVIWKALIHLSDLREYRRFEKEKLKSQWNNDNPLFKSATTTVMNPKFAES
MT1-MMP txn act – MT1-MMP promoter transcription activation | actives 0.16% (n = 86,000) | activation factor at 10 µM | HT1080 MT1-MMP promoter luciferase reporter, luminescence, overnight; stronger effect = higher value;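 active = activation factor of at least 2 for MT1-MMP transcription at 10 µM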
Ecoli WT expand – E. coli BW25113 growth inhibition, expanded screen | OD600 absorbance | growth inhibition, % at 100 µM | actives 0.15% (n = 98,000) | AID 710;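 active = growth inhibition above about 50% at one test dose, limit read from the data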;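 also: growth measured after 20 h incubation at 37 °C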
ERa coact inh – blocks coactivator binding to human estrogen receptor alpha | P03372 | TR-FRET ER-alpha LBD / SRC-1 peptide, estradiol-bound | inhibition, % at 25.6 µM | actives 1.7% (n = 86,000) | AID 629; in the data active = inhibition above about 50%;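 also: 0% = receptor plus peptide control and 100% = peptide only without receptor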
FAK inh – blocks human focal adhesion kinase activity | inhibition, %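 (tested at 7 µM)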 | biochemical FAK kinase activity assay | AID 727 | actives 0.84% (n = 97,000); in the data active = inhibition above about 19%;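 also: 0% = DMSO and 100% = reference compound high control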
CD11b adhes inh – blocks human CD11b/CD18 adhesion to fibrinogen | P05107+P11215 | K562 CD11b/CD18 adhesion to fibrinogen, ATPlite luminescence; Mn2+ added to activate the integrin | inhibition, % at 10 µM | actives 0.54% (n = 93,000);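 active = primary inhibition of 50% or more at 10 µM, then 40% or more on retest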; also: some results filed as inactive read as strong as hits
ERb coact inh – ER-beta (human) coactivator binding inhibition; actives 1.3% (n = 86,000); AID 633; TR-FRET ER-beta LBD / SRC1-Cy5 peptide binding; receptor agonist-loaded with 1 µM estradiol; Q92731; inhibition, % at 25.6 µM;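 active = compounds whose percent inhibition of the receptor-coactivator binding signal exceeds about 50% in the single-dose screen, limit read from the data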;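 also: 0% = receptor plus peptide wells without compound and 100% = peptide-only wells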
ERa SRC1 pot – enhances coactivator binding to human estrogen receptor alpha; P03372; TR-FRET ERalpha-LBD/SRC-Cy5 coactivator binding, 2 h; 100 = basal binding, no effect; AID 639; actives 1.3% (n = 86,000); coactivator binding (% of control), % at 25.6 µM; in the data active = activity above about 200%;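 also: binding measured in presence of low estradiol as agonist stimulus; 0% = peptide alone without receptor and 100% = receptor with peptide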
Numbers without * were called inactive; . = no result given; [ ] = another dose, or the depositor's remark.

SMILES	PLAP activator	Mac1 fbg enh	MT1-MMP txn act	Ecoli WT expand	ERa coact inh	FAK inh	CD11b adhes inh	ERb coact inh	ERa SRC1 pot
O=C(c1ccco1)N1CCN(CC(=O)N2c3ccccc3CCc3ccccc32)CC1	1.7	8	1.3	-2	4	3	-10	-2[fluorescence artefact?]	106
Cc1cc(C(=O)COC(=O)c2ccccc2O)c(C)n1Cc1cccs1	1.1	-9	.	0	.	0	101	.	.
Cc1ccc(-n2c(-c3ccco3)nc3nc4ccccc4nc32)cc1F	1	-1	.	-10	.	-1	-2	.	.
CCCNC(=O)Cc1ncn[nH]1	0.9	4	1.1	2	-1	0	-8	-12	107
COc1ccc2nc(NC(=O)C3CCN(S(=O)(=O)c4cccc5nsnc45)CC3)sc2c1	1.2	.	1	-12	-18[fluorescence artefact?]	7	.	-22	102
O=C(CS(=O)(=O)c1ccccc1)c1ccc2c(c1)OCCO2	1.4	-3	1.3	11	-5	0	17	-8	118
Cc1cccc(NS(=O)(=O)c2ccc(C)c(C(=O)OCC(=O)Nc3cc(C)on3)c2)c1	1.1	-1	1.4	0	-2	1	-3	1	78
N#Cc1c(N)nc2c(c1-c1ccncc1)CCCC2	0.9	-2	1	3	12	4	7	-3	111
OCCSc1nc2ccccc2n1CCOc1ccccc1	1.6	4	1.3	1	15	-1	-11	-6	97
Cc1cc(C)c(S(=O)(=O)N2CCCCC2)c(C)c1-n1ncnn1	1	-2	1	0	3[fluorescence artefact?]	4	-7	1	111
O=C(Nc1ccc2c(c1)ncn2C1CCCCC1)c1ccco1	0.9	5	1.6	-2	11	0	-5	-5	99
O=C(OCCN=C1NS(=O)(=O)c2ccccc21)C1CC(=O)N(c2ccc(Cl)cc2)C1 (stereo unspecified)	0.9	-3	0.9	-2	.	-3	1	.	.
Cc1cccc(C)c1NC(=O)CSc1nnc(CCCCCNC(=O)OC(C)(C)C)o1	1.5	3	1	-4	7	0	-9	-2[fluorescence artefact?]	102
CCOc1ccc2nc3c(cc2c1)CN(CCOC)C(=NC)S3	.	.	1.1	.	-6[fluorescence artefact?]	2	.	-8[fluorescence artefact?]	109
CC1(O)c2ccccc2C(=O)N1CCc1ccccc1F (stereo unspecified)	1.1	.	1.4	5	3	-2	.	-6	104
Cc1nnc2ccc(N3CCN(c4ccccn4)CC3)nn12	0.8	-2	1	9	-4	-2	-2	-13	126
CC(C)(C)NC(=O)C1CN(S(=O)(=O)c2ccccc2)CCN1S(=O)(=O)c1ccccc1 (stereo unspecified)	1.1	-1	1.1	24	-10	.	-2	-8	128
Cc1ccc(N=Cc2sc(O)c3ccccc23)cc1	1.1	-1	.	0	.	-3	-1	.	.
CCn1c(COc2cccc3ccccc23)nnc1SCC(=O)OC1CCCCC1	2.5*	2	1.3	-19	-3	1	16	-20	93
O=C(c1cnccn1)N1CCN(S(=O)(=O)c2ccc3ccccc3c2)CC1	1.7	0	1	4	-9	0	-4	3	91
COc1ccc(C(=S)N(C)C)cc1OC	1	4	1.1	-6	.	-1	-4	.	.
CCCOc1ccc(C(=O)C(CN2CCOCC2)c2ccccc2)cc1 (stereo unspecified)	.	.	.	.	0	3	.	-2	108
O=C(CSc1nnc(Cn2nnc(-c3ccccc3)n2)n1-c1ccccc1)Nc1ccccc1	0.8	-4	1.2	-7	-1	2	0	3	113
CC(C)(C)C(=O)NC(=S)Nc1ccccc1F	0.9	-3	.	-1	.	-1	0	.	.
Cc1ccc(SCCNS(=O)(=O)c2ccc(F)cc2)cc1	0.5	-2	1.1	-6	-5	-2	35	0	94

Following part:
SMILES	PLAP activator	Mac1 fbg enh	MT1-MMP txn act	Ecoli WT expand	ERa coact inh	FAK inh	CD11b adhes inh	ERb coact inh	ERa SRC1 pot
c1c2c(cc3sc(N4CCCCC4)nc13)OCO2	1.1	-6	0.3	6	2	-1	37	0[fluorescence artefact?]	101
O=C(Nc1ccccc1N1CCCC1)c1ccco1	0.8	4	0.9	5	5	2	1	-6	138
N#Cc1ccc(-c2cccnc2)nc1SCC(=O)Nc1sc2c(c1C#N)CCC2	1	1	1.1	-3	85*	.	7	66*	53[fluorescence artefact?]
CCC1CCCCN1C(=O)c1c[nH]c2ccc(S(=O)(=O)N(C)c3ccc(Cl)cc3)cc2c1=O (stereo unspecified)	1.8	-4	1.1	-10	58*[fluorescence artefact?]	1	2	14[fluorescence artefact?]	26
CC(C)(C)OC(=O)NCCc1nnc(SCc2ccccc2Cl)o1	1.7	3	1.1	4	4[fluorescence artefact?]	1	-8	-8[fluorescence artefact?]	108
CC(=O)c1cccc(NC(=O)CN(c2ccc(F)cc2)S(C)(=O)=O)c1	0.9	2	1.2	3	-3	-1	12	-3	122
Cc1ccc(/C=c2\sc3n(c2=O)CN(c2ccc(Br)cc2)CN=3)o1	1	2	1.1	6	-2	3	1	-1	100
CC1CC(C)CN(S(=O)(=O)c2cccc(C(=O)OCCN3CCCC3=O)c2)C1 (stereo unspecified)	1.7	0	1.2	7	7[fluorescence artefact?]	0	9	8[fluorescence artefact?]	109
CC(Nc1nc(N2CCCC2)nc2ccccc12)c1ccccc1 (stereo unspecified)	0.7	-4	1.1	23	4	-1	-3	-11	73
COc1ccccc1OCC(=O)Nc1cccc(N(C)S(C)(=O)=O)c1	1	1	1.2	7	-4	0	-9	-6	117
CC(=O)N1N=C(c2ccncc2)OC12CCCC2	0.8	3	.	3	4[fluorescence artefact?]	0	-6	3[fluorescence artefact?]	104
COc1ccccc1N1CCN(C(=O)c2cc3c(-c4ccc(Cl)cc4)nn(C)c3s2)CC1	1.5	-1	1.3	-12	-4	1	0	-5	124
CCCCCOc1ccc(Cl)cc1CN1CCOCC1	1.6	-5	1.4	1	-1	1	13	-3	77
c1ccc2c(c1)[nH]c1c(N3CCN(C4CCCCC4)CC3)ncnc12	.	.	1.3	5	1[fluorescence artefact?]	7	.	4[fluorescence artefact?]	109
COc1ccc(CSc2n[nH]c(C)n2)cc1Br	1.3	-5	.	7	.	1	2	.	.
O=c1c2ccccc2nc(-c2ccco2)n1-c1nc2ccccc2s1	0.8	-2	1.2	-14	1	-3	0	2	92
c1ccc(-c2csc(N3CCN(c4ccccn4)CC3)n2)cc1	0.9	-12	1.6	-16	0	-1	90	-6	108
CC(=O)Nc1cc(OC(=O)c2ccco2)cc(OC(=O)c2ccco2)c1	1.2	-3	.	-4	-4	2	-15	-14	116
Cc1ccc(C(=O)NC2CCSC2=O)cc1 (stereo unspecified)	0.8	2	1.3	1	6	-1	-3	1	113
COc1cc(/C=C(\C#N)C(=O)Nc2ccc(SC(F)F)cc2)cc(OC)c1OC	1.6	-5	.	-1	.	-2	-2	.	.
CC(=O)c1cccc(Nc2nc(=O)c3cccnc3s2)c1	0.8	-4	1.2	3	2	2	-49	11	81
Cc1cc(C(F)F)n2nc(C(=O)Nc3ccccc3Br)nc2n1	1	-2	1.3	-2	.	0	-19	.	.
CCCc1cc(=O)oc2c(CN3CCCC3)c(O)ccc12	1.3	-2	1.2	4	7	3	-4	10	110
Cc1oc(-c2ccccc2F)nc1CS(=O)(=O)CC(=O)N1CCc2ccccc21	0.9	1	1	-3	-1	.	-5	-8	119
Cc1cc(/C=C2\SC(=S)NC2=O)c(C)n1C1CC1	1	-5	.	-11	.	11	3	.	.

Next structures follow.
SMILES	PLAP activator	Mac1 fbg enh	MT1-MMP txn act	Ecoli WT expand	ERa coact inh	FAK inh	CD11b adhes inh	ERb coact inh	ERa SRC1 pot
CCCCCCNC(=O)C(C#N)c1nc2ccccc2nc1N1CCCC1 (stereo unspecified)	1	11	1.1	-7	2	-4	-13	5	129
CS(=O)(=O)N(Cc1ccccc1)c1ccc(C(=O)NCc2ccccc2)cc1	0.8	-4	1.3	-17	1[fluorescence artefact?]	-2	-21	-6	92
CCc1ccc(OCc2nnc(SCC(=O)N3CCN(c4ccccc4)CC3)o2)cc1	.	.	1	.	1	-2	.	-2	116
O=C(O)c1ccc2c(c1)C(=O)N(Cc1ccccc1)C2=O	1.1	-1	1.2	1	0	0	0	-3	115
CCOC(=O)c1ccc(-n2c(C)nc3c(cnn3-c3ccccc3Cl)c2=O)cc1	1.6	-2	1.1	4	-2	0	-39	-8[fluorescence artefact?]	104
COc1cccc(-c2cc(C(=O)Nn3cnnc3)c3ccccc3n2)c1	1.4	-1	0.8	9	2	.	15	-2	124
COc1cccc(-c2csc(N3CCN(C(=O)Nc4ccccc4OC)CC3)n2)c1	.	.	1.2	-9	-19	0	.	-18[fluorescence artefact?]	124
COCCCNc1oc(-c2ccccc2F)nc1C#N	1	-2	1.3	3	-12	2	-4	-10	98
O=C1Nc2ccc(S(=O)(=O)NCCC3=CCCCC3)c3cccc1c23	0.8	1	.	-5	12	0	4	5[fluorescence artefact?]	81[fluorescence artefact?]
CCn1cc(C(=O)NCc2ccccc2)c(=O)c2cc(F)c(N3CCN(C(=O)c4ccco4)CC3)cc21	1.6	-1	1.1	45	8[fluorescence artefact?]	-1	10	26	73
Cc1ccc(Cn2ccc(NC(=O)c3cc(C(C)C)on3)n2)cc1	1.3	-3	1.3	-1	-4	-1	2	-3	109
O=C(c1ccco1)N1CCN(c2ccc(S(=O)(=O)N3CCCC3)cc2)CC1	0.9	-1	1.2	4	-2[fluorescence artefact?]	-2	-7	5[fluorescence artefact?]	119
Cc1ccc(-c2noc(CC(c3ccccc3)c3ccccc3)n2)cc1	0.7	3	1.2	-6	-4	0	5	-11	108
COc1cccc(C(=O)Nc2c(C)n[nH]c2C)c1	0.9	1	1.1	4	23	-2	0	32	105
Cc1ccsc1C(=O)NC(C)c1ccc2c(c1)OCO2 (stereo unspecified)	.	.	1	.	26	1	.	-3	84
CN(C)CC(C)(C)NS(=O)(=O)c1ccc(Cl)cc1	1.4	-3	1.1	-3	12	5	0	18[fluorescence artefact?]	107
COCCn1c(=S)[nH]c2cc(C(=O)N3CCN(Cc4ccc5c(c4)OCO5)CC3)ccc2c1=O	1.3	-2	1.1	-4	-2[fluorescence artefact?]	5	2	0[fluorescence artefact?]	101
CCCCc1n[nH]c2c1C(=O)CC(C)(C)C2	1.9	-2	1.1	5	15[fluorescence artefact?]	.	-15	12[fluorescence artefact?]	107
CC1(C)C2CCC1(CS(=O)(=O)NCc1ccc(C(=O)O)cc1)C(=O)C2 (stereo unspecified)	1.1	3	1	0	-6	1	-33	-7	124
COc1ccc(CCNC(=O)N2CCOCC2)cc1	.	.	1.1	.	-10	-3	.	-6	108
COC(=O)CN1C(=O)C(O)=C(C(C)=O)C1c1ccc([N+](=O)[O-])cc1 (stereo unspecified)	1.1	-1	1.2	-2	-2	0	5	-6	116
O=c1c2c3nc4ccccc4nc3n(-c3ccc4c(c3)OCCO4)c2ncn1CC1CCCO1 (stereo unspecified)	1.1	50	1	.	69*	.	-2	39	42[fluorescence artefact?]
CSC(=NS(=O)(=O)c1ccc(C)cc1)SC	0.8	-1	1.1	-5	-6	-2	-3	-7	115
CCOC(=O)c1sc2nc[nH]c(=O)c2c1C	0.9	0	.	-3	-7	5	-45	-3	108
c1ccc(-c2nc(N3CCCCCC3)c3ccccc3n2)nc1	1.4	-2	0.6	26	-5	5	22	-13	181

Entries of single compounds from above. Order of values: PLAP activator	Mac1 fbg enh	MT1-MMP txn act	Ecoli WT expand	ERa coact inh	FAK inh	CD11b adhes inh	ERb coact inh	ERa SRC1 pot
Results for `CCc1ccc(OCc2nnc(SCC(=O)N3CCN(c4ccccc4)CC3)o2)cc1` → .	.	1	.	1	-2	.	-2	116
Results for `CN(C)CC(C)(C)NS(=O)(=O)c1ccc(Cl)cc1` → 1.4	-3	1.1	-3	12	5	0	18[fluorescence artefact?]	107

ERa coact inh, hit marks shown above.
Structure	PLAP activator	Mac1 fbg enh	MT1-MMP txn act	ERa coact inh	FAK inh	CD11b adhes inh	ERb coact inh	ERa SRC1 pot
N#Cc1ccc(-c2cccnc2)nc1SCC(=O)Nc1sc2c(c1C#N)CCC2	1	1	1.1	85*	.	7	66*	53[fluorescence artefact?]
CCC1CCCCN1C(=O)c1c[nH]c2ccc(S(=O)(=O)N(C)c3ccc(Cl)cc3)cc2c1=O (stereo unspecified)	1.8	-4	1.1	58*[fluorescence artefact?]	1	2	14[fluorescence artefact?]	26
O=c1c2c3nc4ccccc4nc3n(-c3ccc4c(c3)OCCO4)c2ncn1CC1CCCO1 (stereo unspecified)	1.1	50	1	69*	.	-2	39	42[fluorescence artefact?]

Compounds as they come. Share with any hit: about 5.1%.
